PI4K2A inh: PI4K2A (human) kinase inhibition | hit rate 0.13% among 420,000 | Q9BTU6 | purified PI4K2A, ADP-Glo luminescence, 1 h; hits give low values | activity change, negative = inhibition, % at 76.9 µM; in the data active means activity change below about -50%; inconclusive means mostly about -30% to -49%;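 further: -100% = wells without enzyme as full effect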
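PI4K2A activity was measured by ADP-Glo luminescence: enzyme (4 ug/mL stock) and phosphatidylinositol (1.2 mM stock) in Tris pH 7.5/MgCl2/EGTA/Triton X-100 buffer were reacted with ATP (300 microM stock) for one hour at ambient temperature.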
Pin1 inh: inhibitors of human Pin1. Q13526. Pin1 FP peptide displacement, HiFluor488, 10 min. Potency, µM (doses to about 115 µM), inactives show at the highest dose activity, negative = inhibition, actives largely listed as inhibitors. hit rate 0.009% among 390,000. AID 504891; active means well fitted inhibition curve with a large enough effect in the polarisation, with a control signal flat, not every such curve was filed as active; inconclusive means small, poorly fitted or top-dose-only effect, or effect the other way, or a change in a side signal; inactive means no such curve, though single readings can be large or run the other way; the % refers to the polarisation; further: potency means the concentration at half of the fitted maximal effect; on the % scale 0 is the no-effect control and ±100 the full control effect
TrxR1 inh: blocks rat thioredoxin reductase 1; Potency, µM (top dose mostly 114 µM), inactives show top-dose activity change, negative = inhibition, usual class: inhibitors; hit rate 1% among 390,000; AID 588453; O89049; recombinant rTrxR1, NADPH fluorescence consumption, selenite substrate; further: potency means the concentration at half of the fitted maximal effect; on the % scale 0 is the no-effect control and ±100 the full control effect; nearly all actives have a fitted effect of over 65% in size
Target sequence (O89049 whole entry, looked up): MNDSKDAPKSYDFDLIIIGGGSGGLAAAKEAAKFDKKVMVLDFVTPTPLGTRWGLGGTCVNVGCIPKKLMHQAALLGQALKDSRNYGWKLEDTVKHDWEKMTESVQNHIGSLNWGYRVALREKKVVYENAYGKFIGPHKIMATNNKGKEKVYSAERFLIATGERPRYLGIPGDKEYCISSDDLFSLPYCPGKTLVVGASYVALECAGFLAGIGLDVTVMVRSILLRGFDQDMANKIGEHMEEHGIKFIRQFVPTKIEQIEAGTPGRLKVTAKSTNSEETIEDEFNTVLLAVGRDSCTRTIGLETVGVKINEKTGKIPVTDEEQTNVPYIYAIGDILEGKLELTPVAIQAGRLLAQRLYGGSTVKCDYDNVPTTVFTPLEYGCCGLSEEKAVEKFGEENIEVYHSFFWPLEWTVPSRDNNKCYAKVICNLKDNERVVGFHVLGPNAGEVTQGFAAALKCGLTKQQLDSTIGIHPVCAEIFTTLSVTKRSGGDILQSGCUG
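Rat TrxR1 (90 nM in the dispensed reagent) was pre-reduced with 400 uM NADPH for 5 min at room temperature, then incubated with compound for 15 min. After 400 uM selenite was added, NADPH fluorescence (Ex 340/Em 450 nm) was followed for 8 min.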
GLS inhibitor: inhibitors of human glutaminase (GLS) | GLS enzymatic activity, qHTS titration | Potency, µM (series often up to 45.5 µM), for inactives: top-dose activity change, negative = inhibition, hits mostly inhibitors | hit rate 0.21% among 410,000 | AID 624170; further: potency means the concentration at half of the fitted maximal effect; on the % scale 0 is the no-effect control and ±100 the full control effect
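hKGA in 45 mM KH2PO4 (pH 8.2), 0.02% Tween-20 with compound, then 1mM L-Glutamine (stock as added) plus glutamate oxidase/HRP/Amplex red coupling mix. Fluorescence read initially and after 30 min at RT; signal change reflects glutamate formation.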
HP1b binding inh: blocks HP1-beta chromodomain binding to methylated histone tails. Potency, µM (doses to about 114 µM), for inactives: at the highest dose activity change, negative = inhibition, hits mostly inhibitors. AID 540317. AlphaScreen HP1-beta / biotin-H3K9me3 peptide binding. P83916. hit rate 0.56% among 390,000; further: potency means the concentration at half of the fitted maximal effect; nearly all actives have a fitted effect of over 70% in size; inactives centre near 23
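HP1-beta protein (50 nM final) preincubated 30 min at room temperature with biotinylated H3(1-18)K9me3 peptide (50 nM) in PBS pH 7.4, 0.01% Tween-20, then compound added for 30 min. AlphaScreen streptavidin donor/nickel chelate acceptor beads (10 ug/mL final), 30 min dark, luminescence read.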
PGK inhibitor: inhibitors of T. brucei phosphoglycerate kinase; P07378; PGK/GAPDH coupled, Kinase-Glo luminescence, 60 min; Potency, µM (doses to about 57.5 µM), for inactives: top-dose activity change, negative = inhibition, most hits filed as inhibitors; hit rate 0.043% among 380,000; further: potency means the concentration at half of the fitted maximal effect; on the % scale 0 is the no-effect control and ±100 the full control effect; nearly all actives have a fitted effect of over 60% in size
Target sequence (P07378 whole entry, looked up): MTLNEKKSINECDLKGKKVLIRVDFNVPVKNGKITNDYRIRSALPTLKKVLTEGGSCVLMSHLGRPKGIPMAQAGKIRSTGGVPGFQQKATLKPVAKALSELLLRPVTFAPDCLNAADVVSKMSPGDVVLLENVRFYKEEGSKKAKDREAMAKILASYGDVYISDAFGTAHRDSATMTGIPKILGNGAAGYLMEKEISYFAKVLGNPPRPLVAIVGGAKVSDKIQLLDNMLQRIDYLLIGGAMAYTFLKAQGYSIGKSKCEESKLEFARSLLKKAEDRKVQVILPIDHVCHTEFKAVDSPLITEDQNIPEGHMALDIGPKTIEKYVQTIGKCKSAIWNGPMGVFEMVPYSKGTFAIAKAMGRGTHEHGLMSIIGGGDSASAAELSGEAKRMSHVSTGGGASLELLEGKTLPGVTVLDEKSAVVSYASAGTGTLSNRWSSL
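Luminescent ATP detection (Kinase-Glo Plus) follows a 60-minute room-temperature incubation, with wells lacking PGK as controls. Buffer: 100 mM TEA (pH 7.6), 5 mM MgCl2, 0.01% Tween-20. Coupling enzyme GAPDH (100 nM final) supplies unstable 1,3-BPG in-well.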
TrxR1 substrate: substrates of rat thioredoxin reductase 1; O89049; purified TrxR1 substrate turnover, NADPH consumption readout; Potency, µM (doses to about 114 µM), for inactives: at the top dose activity change, negative = substrate turnover; hit rate 0.01% among 390,000; further: potency means the concentration at half of the fitted maximal effect; on the % scale 0 is the no-effect control and ±100 the full control effect; nearly all actives have a fitted effect of over 50% in size
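Rat TrxR1, dispensed at 90 nM, was prereduced with 400 uM NADPH (final) for 5 min at ~22 deg C, then incubated with compound 15 min before 400 uM selenite. A first-read NADPH fluorescence drop versus no-compound background flagged substrates.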
USP1-UAF1 inh: blocks the human USP1/UAF1 deubiquitinase complex | O94782 | recombinant USP1/UAF1, Ub-Rhodamine cleavage fluorescence | Potency, µM (titrated, usually from 57.1 µM), for the others: at the top dose activity change, negative = inhibition, usual class: inhibitors | hit rate 0.23% among 390,000; further: potency means the concentration at half of the fitted maximal effect; on the % scale 0 is the no-effect control and ±100 the full control effect; nearly all actives have a fitted effect of over 60% in size; inactives centre near -12
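USP1/UAF1 complex (1 nM) preincubated 15 min at room temperature with compound, then Ub-Rho substrate (150 nM final) added. Kinetic fluorescence at 480/540 nm over 6 reads at 60 s intervals; 50 mM HEPES pH 7.8, 0.5 mM EDTA, 0.1 mg/ml BSA, 1 mM TCEP, 0.01% Tween-20.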
mIDH1 inhibitor: blocks human mutant IDH1 R132H enzyme; IDH1-R132H enzyme, NADPH consumption, diaphorase/resazurin fluorescence; Potency, µM (series often up to 76.6 µM), for the others: at the top dose activity change, negative = inhibition, hits mostly inhibitors; hit rate 0.093% among 390,000; further: potency means the concentration at half of the fitted maximal effect; on the % scale 0 is the no-effect control and ±100 the full control effect; nearly all actives have a fitted effect of over 65% in size
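IDH1-R132H (0.5 ug/mL) preincubated 30 min with compound, then NADPH (0.016 mM) and alpha-KG (2 mM) added; 80 min at RT, pH 7.5. Remaining NADPH coupled via diaphorase/resazurin to fluorescence (540/590 nm); concentration-response curves normalized to no-enzyme control.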
Numbers without * were called inactive; i = inactive; ? = inconclusive; · = not tested or not shown; [ ] = another dose, or the depositor's remark. Unless noted, the call rests on the fitted dose curve; in most records, active means well fitted curve in the direction sought with a large enough effect; inconclusive means small, poorly fitted or top-dose-only effect, or another doubt; inactive means no such curve, though single readings can be large; an effect the other way counts as inactive or inconclusive. A portion of the library; rates above refer to the full screens.

structure	GLS inhibitor	PI4K2A inh	HP1b binding inh	PGK inhibitor	mIDH1 inhibitor	Pin1 inh	USP1-UAF1 inh	TrxR1 inh	TrxR1 substrate
O=C(CSCc1ccccc1Cl)N/N=C/c1ccco1	-6.5%	5.9	42.7%[activator]	-1.1%	15.2%	-7.1%	-8.7%	?	-15.3%
Cc1cc(N(CCO)CCO)ccc1C(c1ccc(N(CCO)CCO)cc1C)c1ccccc1Cl	16.5%	-8.9	?	i	26.1µM*	0.7%	-16.7%	-15.4%	-12.3%
CCS(=O)(=O)N1CCN(CC2CC3C=CC2C3)CC1 (centres undefined)	-4.6%	6.7	?	-6.9%	5.2%	-1.2%	-2.9%	-11.1%	-9.4%
CCCCOc1ccc(C(=O)N2CC(=O)Nc3ccc(Br)cc3C2c2ccc(F)cc2)cc1 (centres undefined)	2.9%	0.3	20.1%	i	-6.8%	9.8%	-19.8%	9.9%	6.4%[2.29 µM]
CCn1c(SCC(=O)Nc2ccc3c(c2)OCCO3)nnc1-c1c[nH]c2ccccc12	2.0%	1.6	10.9%	-3.6%	-8.3%	3.5%	-21.1%	21.0%[57.1 µM]	9.1%[57.1 µM]
CC(C)(Oc1ccc(Cl)cc1)C(=O)OCC(=O)N1CCCC1	-0.8%	-0.6	16.6%	i	-3.7%	-4.2%	-2.8%	-10.3%	-10.1%
CCOC(=O)C1=C(O)/C(=C/c2ccc(CNC(=O)C(=O)Nc3ccc(C)cc3)o2)N=C1C	3.7%	5.0	3.6%	-0.1%	2.3%	7.4%	-1.0%	-19.3%[57.1 µM]	5.0%[57.1 µM]
COc1ccc(C(=O)OCC(=O)NC2CC2)cc1F	-20.0%	-4.4	22.0%	-4.6%	-2.6%	-1.1%	3.8%	14.0%	-0.2%
CC1CCC(NC(=O)c2cc3ccccc3cc2O)CC1 (centres undefined)	1.1%	-1.0	43.0%[activator]	i	3.1%	0.2%	-18.8%	1.2%	-4.2%
O=C(Nc1ccc2c(c1)CCC2)c1cccc(OC(F)F)c1	-1.7%	-0.3	56.5%[activator]	-6.6%	10.8%	-2.3%	-23.7%	31.0%	0.7%
CCn1c(SCc2nc3ccccc3[nH]2)nnc1-c1cccs1	3.6%	5.1	25.9%	-8.1%	11.5%	-2.1%	-5.6%	-18.3%	-14.4%
O=C(CNC(=O)c1ccc(Cl)cc1)c1ccc(Cl)cc1	0.2%	-1.4	22.5%	i	-4.5%	-2.5%	-15.7%	10.4%	-0.1%
COc1ccc(-c2c3c(=O)n(C)c(=O)n(C)c3c3n2-c2ccccc2NC3c2ccc(O)cc2O)cc1 (centres undefined)	18.7%	-2.0	35.9%[activator]	-2.2%	35.5µM*	-1.2%	-15.1%	17.0%	-2.6%
COCc1ccc(CN2CCC(N3CCC(C(=O)N4CCCC4)CC3)CC2)o1	3.7%	5.7	38.7%	-0.5%	-0.7%	0.5%	-16.5%	4.7%	7.2%
O=C(c1ccco1)N1N=C(c2cccs2)CC1c1ccccc1O (centres undefined)	22.0%	6.2	8.8%	-4.0%	-6.7%	29.5%	-3.3%	83.5%	281.8%[activator]
C=C(C)COc1ccc2c(C)c(CC(=O)N3C[C@H]4C[C@@H](C3)c3cccc(=O)n3C4)c(=O)oc2c1C	7.4%	1.0	28.3%	9.9%	-2.2%	5.1%	13.6%	-12.2%	115.3%[activator]
COc1ccc(NC(=O)CSc2nc3ccccc3c(=O)n2CCCC(=O)NCC2CCCO2)c(OC)c1 (centres undefined)	-0.3%	2.0	37.4%[activator]	3.0%	-7.2%	0.8%	-1.5%	10.1%	-2.0%
O=C(Cc1cccc(C(F)(F)F)c1)Nc1ccc(S(=O)(=O)N2CCCC2)cc1	-7.9%	0.9	17.9%	-9.0%	-7.1%	5.8%	-15.0%	9.6%	-2.1%
Cc1ccccc1OCCC(=O)N1CCN(S(=O)(=O)c2ccc(F)cc2)CC1	-7.5%	2.4	23.9%	-1.2%	3.8%	-11.1%	-9.4%	13.6%	3.7%
Cc1cc(C)n(-c2ccc(NC(=O)C3CCCCN3C(=O)c3cc(C)oc3C)cc2)n1 (centres undefined)	-5.2%	-5.0	10.5%	-2.0%	2.2%	2.1%	?	-14.3%	2.6%
COc1cc(CN2CCc3ccccc3C2)ccc1O	21.6%	1.0	?	-3.6%	-0.9%	1.0%	-9.1%	-17.2%	3.1%
CO/N=C/C(c1ccc(Cl)nc1)S(=O)(=O)c1ccccc1 (centres undefined)	8.4%	2.0	30.9%[activator]	·	2.2%	-3.7%	6.3%	-33.1%	-3.1%
COC(=O)c1cc(C(=O)OCC(=O)c2ccc[nH]2)cc([N+](=O)[O-])c1	3.1%	-3.1	9.1%	-1.3%	-0.5%	3.1%	-3.0%	11.7%	-0.5%
COc1ccc(C)cc1NC(=O)C1CCN(S(=O)(=O)c2ccc3c(c2)CCCN3C(C)=O)CC1	-2.1%	1.2	20.9%[57 µM]	2.6%	-19.5%	-2.9%	-18.4%	29.2%[57.1 µM]	2.4%[57.1 µM]
Cc1ccc(NC(=O)Cn2c(=O)n(CCC(=O)N3CCc4ccccc4C3)c(=O)c3ccccc32)cc1	3.3%	2.3	9.1%	-2.8%	-4.3%	-5.6%	-13.6%	6.1%	-7.2%
COc1ccc(N=C2C(=Nc3ccc(OC)cc3)N(c3ccc(N(C)C)cc3)C(=S)N2c2ccc(OC)cc2)cc1	4.4%	6.9	?	-2.1%	-3.6%	-4.4%	-4.7%	3.0%[57.1 µM]	-2.3%[57.1 µM]
CCOC(=O)c1c(C)c(C#N)c2c3ccccc3ccn12	-0.1%	-6.8	21.0%	0.6%	-7.3%	-4.1%	-9.8%	5.8%[57.1 µM]	13.6%[57.1 µM]
COc1ccc(CN2C(=O)C(=O)N(CC(N)=O)C2=O)cc1	5.5%	2.3	55.4%[activator]	-3.5%	4.4%	-8.7%	-27.5%	16.3%[11.4 µM]	6.4%[11.4 µM]
O=C(c1ccc(Cn2cc(Br)cn2)cc1)N1N=C(C(F)F)CC1(O)C(F)F (centres undefined)	-10.4%	0.2	41.7%[activator]	i	3.4%	3.0%	-13.8%	3.0%	-8.5%
C=CCN(CC=C)C(=O)Cc1ccc(F)cc1	?	0.7	17.6%	0.6%	0.7%	-2.4%	-11.2%	-5.7%	-2.8%
Cc1cccc(C(=O)O/N=C(\N)c2ccc(Cl)cc2)c1	9.4%	0.0	45.1%[activator]	·	6.2%	0.6%	1.8%	3.7%	-3.2%
O=C(CN1CCN(S(=O)(=O)/C=C/c2ccccc2)CC1)Nc1ccc(N2CCOCC2)cc1	21.9%	0.8	8.2%	-5.7%	-5.1%	0.2%	-11.4%	4.4%	0.1%
CCCCCN(C(=O)CN(C)Cc1ccc(OC)cc1OC)c1c(N)n(CCCC)c(=O)[nH]c1=O	-5.3%	-15.6	13.6%	-8.9%	0.9%	6.0%	-9.1%	-0.6%	-4.9%
CC1(C)O[C@@H]2[C@H](O1)[C@@H](CO)O[C@H]2n1c(N2CCCCC2)nc2c(N)ncnc21	-2.7%	-54.5*	18.3%	-6.5%	-10.9%	-0.2%	-20.8%	3.4%	-4.3%
COc1cccc2c1C1COC3C4CC(C(=O)O)C(C(C2)N13)N4C (centres undefined)	-5.4%	-4.6	22.1%	i	3.5%	?	-19.0%	13.9%[11.4 µM]	-7.0%[57.1 µM]
CCOC(=O)CNc1nc(OCC#N)nc(N2CCOCC2)n1	11.4%	-3.9	10.1%	-0.9%	10.1%	-5.8%	-7.8%	-0.5%	-3.9%
CNc1nc(Nc2ccc(C)c(Cl)c2)c2cnn(C)c2n1	5.4%	6.1	21.5%	2.7%	29.3µM*	?	-3.9%	-11.3%	-6.8%
COC(=O)c1c(C)nc(C)c(C(=O)OC)c1-c1ccc(OC)c(OC)c1	8.1%	-0.3	-1.3%	-9.4%	3.2%	-1.4%	-15.2%	-1.7%[57.1 µM]	-4.0%[57.1 µM]

Sorted by value in PGK inhibitor (largest number first): some entries from above
| mol | GLS inhibitor | PI4K2A inh | HP1b binding inh | PGK inhibitor | Pin1 inh | USP1-UAF1 inh | TrxR1 inh | TrxR1 substrate |
| --- | --- | --- | --- | --- | --- | --- | --- | --- |
| CC1(C)O[C@@H]2[C@H](O1)[C@@H](CO)O[C@H]2n1c(N2CCCCC2)nc2c(N)ncnc21 | -2.7% | -54.5* | 18.3% | -6.5% | -0.2% | -20.8% | 3.4% | -4.3% |
| CCCCCN(C(=O)CN(C)Cc1ccc(OC)cc1OC)c1c(N)n(CCCC)c(=O)[nH]c1=O | -5.3% | -15.6 | 13.6% | -8.9% | 6.0% | -9.1% | -0.6% | -4.9% |
| COC(=O)c1c(C)nc(C)c(C(=O)OC)c1-c1ccc(OC)c(OC)c1 | 8.1% | -0.3 | -1.3% | -9.4% | -1.4% | -15.2% | -1.7%[57.1 µM] | -4.0%[57.1 µM] |

Screening results from PubChem BioAssay.
